# Compound activity from PubChem.
# PME-1 primary: PME-1 inhibitors via competitive probe labeling, primary screen, biochemical, fluorescence polarization, FP-Rh probe, HTS; recombinant PME-1; inhibition, % at 5.9 µM; actives 0.53% (n = 320,000);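 active = inhibition above the campaign mean of all compounds plus 3 SD, cut at about 26% in these data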;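 note: competitive labeling of PME-1 active site by serine hydrolase directed probe; 0% = PME-1 with DMSO and 100% = wells lacking PME-1 enzyme; inhibitors block probe labeling so polarization falls and inhibition rises; many of its hits are not listed in these tables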
# BCLXL inh: inhibitors of human Bcl-xL, primary screen, biochemical, fluorescence polarization, HTS | actives 0.7% (n = 320,000) | GST-Bcl-xL / FITC-Bim BH3 peptide fluorescence polarization | inhibition, % at 10.9 µM;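 active = inhibition above the mean of all tested compounds plus 3 SD, cutoff set per campaign, cut at about 30% in these data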;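 note: 0% = DMSO wells and 100% = unlabeled Bim-BH3 peptide competitor; inhibitors lower millipolarization by displacing the labeled peptide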
# Target sequence (Q07817 whole entry, looked up): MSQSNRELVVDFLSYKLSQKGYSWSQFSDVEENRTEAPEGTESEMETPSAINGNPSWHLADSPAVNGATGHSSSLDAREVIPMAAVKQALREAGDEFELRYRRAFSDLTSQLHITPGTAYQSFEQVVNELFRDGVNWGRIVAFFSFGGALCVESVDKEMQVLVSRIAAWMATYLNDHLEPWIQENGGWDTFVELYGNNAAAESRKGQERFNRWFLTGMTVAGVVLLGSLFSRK
# Fam108B inh: mouse Fam108B serine hydrolase inhibitors, primary screen, counter-screen for RBBP9 inhibitor project, biochemical, fluorescence polarization. recombinant Fam108B, FP-Rh probe fluorescence polarization. inhibition, % at 9.51 µM. actives 0.33% (n = 300,000);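 active = inhibition above the screen mean inhibition plus 3 SD, computed separately per campaign, cut at about 18% in these data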;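 note: inhibitors lower polarization as less probe binds the enzyme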
# MCL1 BIM primary: inhibitors of MCL1 binding to BIM-BH3, primary screen, biochemical, fluorescence polarization; Induced myeloid leukemia cell differentiation protein Mcl-1 (Homo sapiens), Q07820; GST-MCL1 / FITC-Bim-BH3 fluorescence polarization; inhibition, % at 10.9 µM; actives 0.68% (n = 320,000);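 active = inhibition above the mean inhibition of all tested compounds plus 3 SD, set per campaign, cut at about 40% in these data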;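 note: 0% = DMSO wells and 100% = unlabeled Bim-BH3 peptide control; higher means more loss of mP so more displacement of Bim peptide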
# Target sequence (Q07820 whole entry, looked up): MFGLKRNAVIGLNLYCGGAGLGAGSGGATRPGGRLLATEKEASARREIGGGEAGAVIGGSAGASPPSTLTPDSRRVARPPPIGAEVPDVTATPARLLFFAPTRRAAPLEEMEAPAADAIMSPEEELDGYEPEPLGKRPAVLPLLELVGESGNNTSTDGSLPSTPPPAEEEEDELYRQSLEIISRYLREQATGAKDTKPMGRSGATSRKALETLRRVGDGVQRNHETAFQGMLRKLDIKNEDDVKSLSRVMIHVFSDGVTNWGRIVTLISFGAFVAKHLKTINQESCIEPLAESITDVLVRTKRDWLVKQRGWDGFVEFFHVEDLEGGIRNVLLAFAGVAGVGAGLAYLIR
# GLD-1 TGE inh: GLD-1/TGE RNA complex disruptors, primary screen, biochemical, fluorescence polarization. purified GLD-1 + fluorescein TGE RNA. Female germline-specific tumor suppressor gld-1 (Caenorhabditis elegans), Q17339. AID 2280, 2010. inhibition, % at 5.96 µM. actives 0.44% (n = 320,000);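 active = percent inhibition above a per-plate cutoff, the plate mean of test compounds plus 3 SD, cut at about 30% in these data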;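 note: 0% = DMSO wells with GLD-1 and probe and 100% = wells lacking GLD-1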
# PAFAH1B2 FP inh: PAFAH1B2 enzyme inhibitors, primary screen, biochemical, fluorescence polarization, human | Platelet-activating factor acetylhydrolase IB subunit alpha2 (Homo sapiens), P68402 | recombinant PAFAH1B2, FP-rhodamine activity probe | inhibition, % at 3.39 µM | actives 1.2% (n = 340,000) | AID 492953, 2010;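 active = inhibition above the mean of all tested compounds plus 3 SD, cut at about 24% in these data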;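 note: 0% = enzyme with DMSO and 100% = wells lacking PAFAH1B2; many of its hits are not listed in these tables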
# Target sequence (P68402 whole entry, looked up): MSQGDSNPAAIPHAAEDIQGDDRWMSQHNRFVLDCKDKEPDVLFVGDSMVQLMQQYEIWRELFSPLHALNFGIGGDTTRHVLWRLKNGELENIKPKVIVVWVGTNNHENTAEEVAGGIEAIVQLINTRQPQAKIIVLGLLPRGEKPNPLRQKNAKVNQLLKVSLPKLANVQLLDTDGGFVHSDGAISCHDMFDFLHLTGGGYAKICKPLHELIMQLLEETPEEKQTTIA
# pPAFAH inh: pPAFAH enzyme inhibitors, primary screen, biochemical, fluorescence polarization, human. Platelet-activating factor acetylhydrolase (Homo sapiens), Q13093. recombinant pPAFAH, FP-rhodamine probe fluorescence polarization. inhibition, % at 3.39 µM. actives 1.5% (n = 330,000). AID 463082, 2010;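 active = inhibition above the mean inhibition across the screen plus 3 SD, cut at about 25% in these data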;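 note: inhibitors block binding of the rhodamine activity-based probe so polarization drops; 0% = enzyme with DMSO and 100% = wells lacking pPAFAH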
# MEX-5 binding: MEX-5 zinc finger RNA-binding disruptors – biochemical, C. elegans, fluorescence polarization, MLPCN library, primary screen. Zinc finger protein mex-5 (Caenorhabditis elegans), Q9XUB2. MEX-5/FITC-TCR2 RNA binding; active compounds read low. activity score (negative = inhibition of binding), % at 10 µM. actives 0.38% (n = 300,000);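 active = inhibition past about -25% in most replicates, and total fluorescence under double the plate's negative control median, limit read from the data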;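 note: 0% = DMSO and -100% = 5 µM competing unlabeled TCR2 RNA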
# AHR activator: AHR activators, primary screen, cell-based, luminescence, luciferase reporter, human; Aryl hydrocarbon receptor (Homo sapiens), P35869; AHR-responsive luciferase reporter cells; activation, % at 5 µM; actives 2.5% (n = 320,000); AID 2796, 2010; in the data active = activation above about 47%;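 note: 0% = vehicle wells and 100% = reference agonist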
# Active calls of the source: *; / = no result given. The list is partial; count on the stated rates, not on these rows.
SMILES,PME-1 primary,BCLXL inh,Fam108B inh,MCL1 BIM primary,GLD-1 TGE inh,PAFAH1B2 FP inh,pPAFAH inh,MEX-5 binding,AHR activator
O=C(Nc1ccccc1)N1CCCC(c2nc(-c3ccc(F)cc3)no2)C1 (configuration not stated),-5,4,1,2,7,7,1,-1.8,10
COC(=O)c1sc2ccccc2c1NC(=O)c1ccc(S(=O)(=O)N2CCCC(C)C2)cc1 (configuration not stated),-10,-6,-1,-3,-3,-1,-3,-1.1,-2
Cc1cc(N/N=C/c2ccc(Cl)cc2)nc(NCc2ccccc2)n1,-4,2,-2,3,-4,0,2,-4.9,26
Fc1cccc2sc(Nc3nnc(-c4ccco4)o3)nc12,18,3,8,12,2,5,11,-0.5,151*
CO[C@@]1(NC(=O)C2SC(=C(C(N)=O)C(=O)O)S2)C(=O)N2C(C(=O)O)=C(CSc3nnnn3C)CS[C@@H]21 (some centres not stated),0,10,0,22,10,-8,3,/,-3
CCC(C)NC(=O)C1CCN(S(=O)(=O)c2cccnc2)CC1 (configuration not stated),-1,5,4,-5,-4,2,-1,2.2,-1
CCN(C(=O)c1ccc2c(=O)n3c(nc2c1)CCCCC3)c1ccc(F)cc1,1,2,0,4,-12,11,1,-5.7,1
Cc1ccc(C(=O)N/C(=C\c2cn(-c3ccccc3)nc2-c2ccccc2)C(=O)N2CCOCC2)cc1,0,-4,0,-1,2,4,5,0.9,-2
O=C(Cn1nc2ccccc2n1)N/N=C/c1cc([N+](=O)[O-])ccc1O,3,14,6,18,-5,10,6,-6.2,2
CCCC(=O)Nc1nnc(S(=O)(=O)N(CC)c2ccccc2)s1,1,0,0,-6,-8,10,2,-0.4,0
COc1cccc(NC(=O)c2oc3ccc(S(=O)(=O)N4CCOCC4)cc3c2C)c1,-6,8,-5,-9,14,3,1,0.4,6
Cc1ccc(C)c(N2CCN(C(=O)CCNC(=O)Cn3ccc4ccccc4c3=O)CC2)c1,-2,3,-1,5,4,1,-2,1.3,1
Cc1cc(C)cc(-n2c(SCC(=O)Nc3cccc(S(=O)(=O)NC4=NCCCCC4)c3)nc3ccccc3c2=O)c1,-27,1,-15,0,5,-9,2,-0.5,0
Cc1c(NS(=O)(=O)c2cccc(C(=O)N3CCCC3)c2)c(=O)n(-c2ccccc2)n1C,/,/,/,/,3,2,-1,/,1
C=CCCN(C(C(=O)OC)C(C)C)S(=O)(=O)c1ccccc1Br (configuration not stated),-5,4,-3,6,-3,-1,1,1.1,0
CCOC(=O)N1CCC(NC(=O)c2cc(-c3ccc(F)cc3)[nH]c2C)CC1,4,3,3,1,2,5,3,-1.1,8
CC(OC(=O)c1cccc(-n2cnnn2)c1)C(=O)Nc1ccc(N(C)C)cc1 (configuration not stated),-1,6,1,0,5,1,2,2.0,6
CCOC(=O)c1cc(-c2ccccc2)nc2nc(N3CCCCC3)sc12,-11,2,-4,0,5,-3,3,1.1,3
Cc1ccc2c(c1)N(C(=O)CCC(=O)NCCCN1CCOCC1)CC(C)O2 (configuration not stated),0,3,-2,3,1,2,0,2.2,-1
Cc1ccsc1-c1n[nH]c(=S)n1C1CCCCC1,0,-7,3,-16,-1,19,-1,0.9,5
CC1(C)CC(=O)C(CC2C(=O)CC(C)(C)CC2=O)C(=O)C1,7,5,2,12,5,4,1,0.0,-3
COc1ccc(CCn2nc(C)c([N+](=O)[O-])c2C)cc1,1,5,-4,0,-1,4,4,1.1,-1
CS(=O)(=O)N(CC(=O)N1CCCCCC1)c1cc(Cl)ccc1Cl,2,3,-5,7,-1,4,0,0.0,-4
Cc1cc(=O)oc2cc(NS(=O)(=O)c3ccccc3)ccc12,2,2,-4,4,-4,6,-5,-4.9,2
CN(C)c1cccc(C(=O)NCCCn2ccc3ccccc32)c1,5,4,2,-2,4,12,10,1.8,14
Cc1ccc(C2CC(c3ccccc3)=NN2C(=S)Nc2ccccc2)o1 (configuration not stated),4,7,10,14,15,1,11,0.9,12
COc1ccc(Cl)cc1NC(=O)CN(C)CC(=O)NCc1ccc(F)cc1,/,/,/,/,-3,6,-1,/,9
CCCCOc1ccccc1Cn1c(=O)oc2ccc(C)cc21,3,5,-4,13,1,2,6,-1.8,1
CCCC(C)NC(=O)CSc1nc2ccc(C)cc2[nH]1 (configuration not stated),-3,-10,2,-3,-1,-1,4,-2.9,51*
Cc1cc(=O)[nH]c(SCC(=O)N2C(C)CCCC2C)n1 (configuration not stated),-2,5,0,5,4,13,9,-0.9,-2
COc1ccc(/C=C(/NC(=O)c2ccccc2)C(=O)N2CCCCC2)cc1,5,3,-1,4,-3,1,0,0.3,1
COc1ccccc1S(=O)(=O)Cc1ccc(C(=O)NC2CCCCC2)o1,3,7,1,4,1,1,1,0.2,-3
CC1=C(C(=O)NCc2ccccc2)C(c2cccs2)NC(=S)N1 (configuration not stated),4,-2,-3,3,1,6,-3,-0.8,-2
Cc1cc2ccccc2c(=O)n1CC(=O)NCc1ccco1,1,4,-2,4,-5,0,3,-1.3,-2
COC(=O)c1cc(=O)n(Cc2ccco2)c(=Nc2ccc(F)cc2)s1,-3,2,-2,1,-3,-1,6,0.3,2
CC1CCN(C(=O)C(NS(=O)(=O)c2cccc3nsnc23)C(C)C)CC1 (configuration not stated),5,1,0,4,5,4,0,/,0
COc1ccc(Cc2noc(COc3ccc(Cl)cc3)n2)cc1,-4,2,1,2,0,4,2,2.8,2
COc1cccc(-c2nc(C#N)c(N3CCN(C(=O)c4ccco4)CC3)o2)c1,9,0,2,2,2,4,4,-1.1,1
COc1ccc(C2=NN(CN3C(=O)C(=O)c4ccccc43)C(c3ccc(Br)cc3)C2)cc1 (configuration not stated),-1,1,3,1,0,-9,4,-1.1,18
COc1ccccc1S(=O)(=O)N1CCN(S(=O)(=O)c2ccccc2C#N)CC1,9,-1,0,-5,4,1,1,-0.5,-2

# Some of the entries so far, with bars between the fields:
SMILES | PME-1 primary | BCLXL inh | Fam108B inh | MCL1 BIM primary | GLD-1 TGE inh | PAFAH1B2 FP inh | pPAFAH inh | MEX-5 binding | AHR activator
COc1cccc(-c2nc(C#N)c(N3CCN(C(=O)c4ccco4)CC3)o2)c1 | 9 | 0 | 2 | 2 | 2 | 4 | 4 | -1.1 | 1
COc1ccccc1S(=O)(=O)Cc1ccc(C(=O)NC2CCCCC2)o1 | 3 | 7 | 1 | 4 | 1 | 1 | 1 | 0.2 | -3
CC1CCN(C(=O)C(NS(=O)(=O)c2cccc3nsnc23)C(C)C)CC1 (configuration not stated) | 5 | 1 | 0 | 4 | 5 | 4 | 0 | / | 0

# Carrying on.
SMILES,PME-1 primary,BCLXL inh,Fam108B inh,MCL1 BIM primary,GLD-1 TGE inh,PAFAH1B2 FP inh,pPAFAH inh,MEX-5 binding,AHR activator
COc1ccc([N+](=O)[O-])cc1NC(=O)CCNC(=O)Cn1ccc2ccccc2c1=O,6,9,0,5,-1,0,2,-3.0,-2
COCCn1nnnc1C(c1ccccn1)N1CCN(c2cc(Cl)ccc2C)CC1 (configuration not stated),1,4,1,-1,2,3,2,-0.4,6
CC(Oc1ccccc1)C(=O)N=C1SC2CS(=O)(=O)CC2N1c1cccc(F)c1 (configuration not stated),8,3,-1,-1,2,1,6,-1.7,-2
CCCc1cc(=O)[nH]c2nnc(SCC(=O)Nc3ccc(C(C)=O)cc3)n12,-13,2,3,-6,10,-2,-4,1.2,-1
CC1(CC(=O)N/N=C/c2ccc(-c3cccc(C(F)(F)F)c3)o2)OCCO1,1,-3,3,0,4,3,17,-2.7,10
Cc1ccc(S(=O)(=O)NC2(C(F)(F)F)C(=O)Nc3c2c(=O)n(C)c(=O)n3C)cc1 (configuration not stated),-1,2,-1,3,3,-2,4,-0.6,4
COc1ccccc1NC(=O)Nc1nnc(Cc2ccccc2F)s1,-5,3,-1,7,-1,-3,-1,3.2,19
CCc1nc(NCCO)c(C#N)c2c1CSC(C)(C)C2,-1,6,0,8,3,5,5,-2.4,0
Cc1csc2c(=O)sc(NC(=O)c3ccco3)nc12,-1,6,2,6,-2,5,0,0.6,5
CC1(C)CC(=O)C=C(NCc2ccco2)C1,-3,1,-3,-2,2,0,2,1.1,-2
CCO[C@H]1OC(C(=O)N2CCN(C)CC2)=C[C@@H](C2CC2)[C@@H]1CCCO,-6,1,1,-1,4,8,5,-1.3,-2
Cc1ccccc1OCC(=O)OCC(=O)c1ccc(OC(=O)c2ccccc2)cc1,-5,1,1,1,8,-1,7,2.9,0
O=C(CSC1=NCCS1)Nc1ccc(F)cc1,-2,8,-1,8,5,/,3,0.9,-1
OCC[C@@H]1C[C@H](O)[C@@H](O)[C@]2(Cc3ccccc3CCO2)O1,3,14,-2,7,13,-4,6,-6.9,-2
C=CCOc1c(Br)cc(CNn2c(C)n[nH]c2=S)cc1OC,-10,-3,0,-27,11,-1,-2,-0.6,48*
COCCN(C(=O)CSc1ncn[nH]1)c1c(N)n(Cc2ccccc2)c(=O)[nH]c1=O,1,-14,1,-20,4,-2,5,-0.8,2
Cc1cc(C)cc(N(CC(=O)NC2CCCCCC2)S(=O)(=O)c2c(C)[nH]c(=O)[nH]c2=O)c1,4,-4,2,-5,-9,4,-3,-0.6,0
COc1ccc(/C=C/C(=O)NCC2COc3ccccc3O2)c(OC)c1 (configuration not stated),3,-9,-5,-2,1,-9,6,0.2,12
CN1CC(=O)N(CC(=O)Nc2ccc(N3CCOCC3)cc2)C1=O,-1,2,/,5,1,-4,3,/,-1
CC(C)C(C)NC(=O)CN1C(=O)NC2(CCc3ccccc32)C1=O (configuration not stated),-7,-3,-3,-9,1,-1,0,-1.3,0
Cc1ccc2c(c1)N(CCC(=O)NCc1ccccn1)C(=O)CO2,-11,-1,3,2,6,5,0,-0.5,-2
N#Cc1c2c(c(NCCCN3CCOCC3)n3c1nc1ccccc13)CCC2,3,26,4,26,9,-1,21,-1.9,13
O=C1NC(=S)N/C1=C\C=C\c1ccccc1,3,6,3,3,9,/,3,-8.9,-6
CCN(CC(=O)Nc1ccccc1C(F)(F)F)C(=O)c1ccc(N2C(=O)CCC2=O)cc1,4,-1,-1,3,-6,2,3,2.4,-1
CN(CC(=O)Nc1cccc(F)c1)C(=O)CN1c2cccc3cccc(c23)S1(=O)=O,-6,1,/,17,8,-5,21,/,19
CC(C)(C)c1ccc(C(=O)Nc2c3c(nn2C(C)(C)C)CS(=O)(=O)C3)cc1,8,2,-1,-11,-9,-2,9,-1.7,-1
Cc1ccc(S(=O)(=O)N2CCN(C(=O)Cn3nc(C(=O)O)c4ccccc4c3=O)CC2)cc1,5,-2,2,-6,-2,/,7,-2.0,0
COc1ccc(NCN2C(=O)CCC2=O)cc1,-4,2,5,3,4,6,5,-1.2,1
O=C1N/C(=C/c2cccs2)C(=O)N1Cc1ccccc1F,3,6,1,9,2,-2,5,-1.3,4
